# MT stabilize HCS: microtubule stabilization, imaging screen. HeLa tubulin immunostaining HCS, 24 h; share of cells brighter than vehicle mean+2SD. 0.83% of 200,000 active. % tubulin-high responders, % at 10 µM. AID 2205;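 active = plate Z-score above 3 for both tubulin-high and condensed-nucleus cell shares, with cell loss under 80%, at 10 µM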;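 also: anti alpha tubulin signal scored within the nucleus-defined area of each cell; some results filed as inactive read as strong as hits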
# ER stress rescue: protection against thapsigargin-triggered cell killing – 384-well, CSM14.1, ATP luminescence, primary screen (AID 1222) | CSM14.1 thapsigargin-induced death rescue, ATP luminescence; higher % means a stronger effect | cellular ATP content (survival), % at 20 µM; hits with a dose series show EC50 in µM | 190,000 tested, under 10 active;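 active = EC50 below 50 µM in the dose-response confirmation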;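 also: death triggered by thapsigargin at about 15 µM added after 2 h compound pretreatment; cell ATP read after overnight thapsigargin exposure of roughly 18 to 22 hours; normalized against plate controls of thapsigargin alone and 5% DMSO vehicle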
# b-catenin transl: alters nuclear translocation of beta-catenin in HeLa cells; 0.3% of 190,000 active; nuclear translocation activity, % at 5 µM; immunofluorescence imaging;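 active = nuclear translocation activity above 50% at 5 µM, with a well cell count of 50 or more; inconclusive = wells under 50 cells across six images, flagged as toxic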;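 also: per-cell ratio of nuclear to cytoplasmic median beta-catenin stain intensity; plate controls were DMSO negative control for no effect and GSK-3 inhibitor IX positive control for full effect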
#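 System: Human HeLa cells, endogenous beta-catenin | Compound dosing: 5 µM primary, 0.02–20 µM confirmation | Timing: 24 h compound exposure at 37°C, 5% CO2 | Measured by: Fluorescence imaging of beta-catenin antibody stain plus DAPI | Read-out basis: % activation of per-cell nuclear versus cytoplasmic median beta-catenin signal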
# UTI89 phage lysis: inhibition of K1F phage lysis, E. coli UTI89, bacterial capsule biogenesis inhibitors, alamar blue (AID 488966). 0.02% of 340,000 active. E. coli UTI89 K1F phage lysis, alamar blue, 2 h; higher % means a stronger effect. inhibition, % at 100 µM; hits with a dose series show IC50 in µM;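 active = phage lysis inhibition, versus mean bacterial control, above a set limit; inconclusive = no clear call, values can overlap the other calls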;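 also: capsule biogenesis inhibitors block K1F phage lysis so surviving cells raise fluorescence; higher fluorescence means more inhibition of phage lysis; actives were called in the ten point dose series up to 300 µM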
# P. falciparum M1AAP: P. falciparum M1AAP inhibitors, biochemical, fluorogenic H-Leu-NHMec substrate, 1536-well (AID 1445); recombinant M1AAP, H-Leu-NHMec fluorogenic kinetic assay; higher % means a stronger effect; inhibition, % at 30 µM, or IC50 in µM where a hit was titrated; 0.42% of 220,000 active;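 active = primary inhibition above the hit cutoff, then over 50% inhibition at one or more dose response concentrations, cut at about 23% in these data, passing the limit was not always enough; inconclusive = conflicting primary data, or primary hits not chosen for dose response; inactive = low primary inhibition, or under 50% at every dose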;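 also: plate controls were DMSO full reaction for no effect and no enzyme background for full effect; strong numbers were not always called active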
# Dynein transport: dynein cargo transport inhibition | 0.47% of 220,000 active | AID 1381 | 3617.4 mouse cells, GR-EGFP nuclear translocation imaging; test concentration mostly 20 µM; stimulated with dexamethasone, 1 µM; hits give low values | z-score, hits read low;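 active = plate z-score of nuclear minus cytoplasmic receptor signal below a set negative limit, without overly bright fluorescence or cell loss, cut at about -3.5 in these data, passing the limit was not always enough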;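 also: z-score of nuclear minus cytoplasmic ring GR-EGFP intensity difference per well; some compounds called inactive have numbers as strong as hits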
#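 medium = tetracycline-free induction medium containing charcoal-stripped FBS | probe or stimulus = dexamethasone, 1.0 µM final | timing = 48 h induction, then 1 h compound, then 30 min agonist, 37 °C | detection = automated 10x imaging of fixed Hoechst-stained cells | read-out basis = nuclear versus cytoplasmic GR-EGFP signal, averaged per well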
# M17LAP inhibition: P. falciparum M17LAP inhibitors, primary screen, biochemical, fluorogenic H-Leu-NHMec substrate, 1536-well (AID 1619) | one-dose inhibition, % at 30 µM; IC50 in µM for titrated hits | recombinant M17LAP, H-Leu-NHMec fluorogenic kinetic assay; higher % means a stronger effect | 0.38% of 220,000 active;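 active = compound inhibiting the enzyme by more than half at any dose during confirmatory dose-response retesting; inconclusive = strong single-dose inhibitors picked by rank but not retested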;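 also: plate controls were full reaction with DMSO carrier for no effect and no enzyme background for full effect; strong numbers were not always called active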
# Insulin prom up: MIN6 insulin promoter up-regulation; MIN6 insulin promoter-GFP reporter, high-content imaging; hits give high values; AID 1625; 0.3% of 190,000 active; z-score at 5 µM;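 active = z-score above 3 at 5 µM with at least 500 cells counted in the well; inconclusive = wells under 500 cells, flagged as cytotoxic or low count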
# Autophagy HCS: alters autophagy in cells | MEF GFP-LC3 puncta imaging; test concentration mostly 10 µM | calls only at 10 µM (by protocol) | 0.98% of 190,000 active | AID 463193;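 active = percentage of spot-positive cells more than 3 SD above its plate mean, without a fluorescence outlier flag or 80% toxicity; inconclusive = no clear call, values can overlap the other calls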;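 also: spot-positive cell cutoff set from DMSO-treated cells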
# Dynein transport cytoplasmic EGFP: also measured in Dynein transport; calls as there; z-score; measured here: cytoplasmic GR-EGFP intensity; hits give high values
# Dynein transport nuclear GR-EGFP: further read-out of Dynein transport, marked with its call; z-score; measured here: nuclear GR-EGFP intensity;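 lower value marks the stronger effect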
# Dynein transport cell count: second read-out of Dynein transport, no call of its own (marks repeat the call); z-score; measured here: cell count per field
# Insulin prom up cell count: further read-out of Insulin prom up, marked with its call; cell count; measured here: cytotoxicity, nuclei count;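 total cells summed across four imaged fields per well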
# b-catenin transl cell count 5 µM: also measured in b-catenin transl; calls as there; cell count; measured here: cell count, cytotoxicity flag
# MT stabilize HCS Hoechst-high %: recorded beside MT stabilize HCS, whose call it bears; % Hoechst-high responders; measured here: nuclear condensation Hoechst responders;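 share of cells brighter than vehicle mean plus two SD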
# MT stabilize HCS cytotoxicity %: second read-out of MT stabilize HCS, no call of its own (marks repeat the call); toxicity, %; measured here: cytotoxicity by cell density;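 0% = mean cell density of plate MIN control wells and 100% = no cells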
# Autophagy HCS cell loss 18 h: second read-out of Autophagy HCS, no call of its own (marks repeat the call); toxicity, %; measured here: cell loss, nuclei count;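 cell loss after 18 h compound exposure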
# * = called active by the depositor; i = inactive; u = inconclusive; x = not tested or not shown; [ ] = dose if it differs, or a comment.
SMILES,MT stabilize HCS,MT stabilize HCS Hoechst-high %,MT stabilize HCS cytotoxicity %,ER stress rescue,b-catenin transl,b-catenin transl cell count 5 µM,UTI89 phage lysis,P. falciparum M1AAP,Dynein transport,Dynein transport cytoplasmic EGFP,Dynein transport nuclear GR-EGFP,Dynein transport cell count,M17LAP inhibition,Insulin prom up,Insulin prom up cell count,Autophagy HCS,Autophagy HCS cell loss 18 h
CCSc1nc2cc(OC)c(OC)cc2c(=O)n1CCc1ccccc1,1.8,1.9,4.6,-0.9%,x,x,-0.5%,2.7%,-0.046,-0.297,0.0801,0.632,-9.9%,x,x,i,3.9
Cc1nn(C)cc1-c1csc(N)n1,1.3,1.4,2.2,0.7%,-0.4,936,-0.2%,1.9%,0.0493,-0.242,0.15,0.572,3.6%,0.02,1294,i,5.8
CN1C(=O)[C@@H]2[C@@H]3C[C@@H]([C@H]4ON=C(c5ccccc5OCC#N)[C@@H]34)[C@@H]2C1=O,x,x,x,x,-4.1,1179,-0.4%,1.0%,0.264,-0.281,0.0711,0.676,1.4%,0.9,1340,x,x
Cc1nn(Cc2c(F)c(F)c(F)c(F)c2F)c(C)c1NC(=O)c1ccc(COc2ccc(Cl)cc2Cl)o1,7.2,5.1,16.7,-0.8%,1.5,412,4.0%,7.6%,-0.552,-0.27,0.542,0.178,10.0%,-0.99,1070,i,3.6
CCOc1cc(CNCc2ccccn2)cc(Cl)c1OC,1.6,2.0,8.4,-1.0%,-0.8,1482,0.4%,0.2%,-0.927,-0.278,-0.691,1.43,11.9%,-0.12,1403,i,-7.5
CCOc1cc(N2CCOCC2)c(OCC)cc1NC(=O)Cc1ccccc1,x,x,x,x,0.3,1297,-0.3%,13.4%,0.976,-0.226,0.312,-0.329,0.7%,x,x,x,x
CN(C)S(=O)(=O)c1cccc(C(=O)NCc2cccs2)c1,0.6,0.8,5.6,-0.6%,-0.9,1218,4.6%[50 µM],-0.7%,0.458,-0.236,0.107,-0.0908,-9.6%,-0.23,977,i,5.8
O=C(c1cccc(F)c1)N1CCCC(C(=O)N2CCCC2)C1 (stereo unspecified),2.5,1.7,8.2,-1.7%,-0.3,1393,4.0%,6.6%,-0.887,-0.437,-0.166,1.08,3.6%,0.7,1488,i,14.6
CCOC(=O)c1cnn(-c2ccccc2)c1-n1cccc1C(=O)C(=O)Nc1ccc(OC)cc1,1.9,1.3,4.8,-1.5%,-1.2,1398,-0.4%[50 µM],9.5%,-0.44,-0.2,-0.423,0.417,-2.0%,-0.08,1747,i,1.7
Cc1ccc(S(=O)(=O)c2c(N)n(NC(=O)c3ccco3)c3nc4ccccc4nc23)cc1,5.0,2.8,8.4,-2.4%,-8.9,910,0.3%,13.4%,-0.426,-0.203,0.224,0.0728,-58.0%,0.39,1068,i,2.3
COc1ccc(NC(C)=O)cc1NC(=O)c1ccc(Cl)cc1,2.1,1.6,4.7,-2.2%,0.0,1112,-0.8%,4.7%,-0.982,0.115,-0.406,0.14,-7.5%,x,x,i,1.0
Cc1c(/C(O)=C2/C(=O)C(=O)N(Cc3cccnc3)C2c2cccs2)cnn1-c1ccccc1 (stereo unspecified),1.3,0.4,21.0,1.5%,-2.1,1148,-0.8%,13.3%,0.27,-0.211,0.402,-0.0541,47.7%,1.06,1132,i,-4.7
CCCC(=O)c1c(NC(C)C)cc(C)oc1=O,3.0,2.9,20.2,-0.4%,-2.7,897,-0.4%,2.8%,1.47,0.0319,0.926,-0.548,-3.8%,1.56,1213,i,4.4
O=S(=O)(c1ccc(Br)cc1)c1nc(-c2ccccc2)oc1NCc1cccnc1,1.9,1.1,9.0,-0.7%,x,x,0.0%,6.6%,-0.265,0.252,0.211,0.117,-2.1%,1.3,884,i,-5.1
O=C(NC1CCCCC1)C1(c2ccccc2)CC1(Cl)Cl (stereo unspecified),3.4,2.3,0.2,-3.4%,-2.2,590,0.1%,-1.4%,-0.057,-0.279,-0.012,0.908,1.7%,-0.04,1162,i,18.8
Cc1c(NC(=O)CC(=O)Nc2c(C)n(C)n(-c3ccccc3)c2=O)c(=O)n(-c2ccccc2)n1C,4.7,3.1,2.3,-1.1%,0.6,1415,-2.0%,3.0%,-0.25,-0.281,-0.0253,0.0401,-12.0%,0.14,1218,i,-17.6
CC1(c2nnc(-c3ccc(F)cc3)o2)CC(c2ccc(F)cc2)=NO1 (stereo unspecified),x,x,x,x,-0.2,1062,-0.7%,-4.2%,-2.54,-0.505,-1.05,0.275,13.2%,1.25,858,x,x
O=C(Nc1ccc(-c2csc(-c3ccccc3)n2)cc1)c1ccccc1,5.3,1.2,3.1,-1.0%,0.9,1324,0.8%,2.6%,-0.0645,0.0469,-0.0109,-0.113,6.6%,0.07,1552,i,1.6
CCCCN(C)CCCNC(=O)c1cn(CC)c2ccc(S(=O)(=O)N3CCc4ccccc4C3)cc2c1=O,4.3,4.6,2.3,6.9%,-0.7,1092,-0.4%,2.9%,0.705,1.08,0.248,-3.93,16.2%,-0.65,1077,i,23.7
O=C(c1ccc(F)cc1)n1c(NCc2ccccc2)n[nH]c1=S,4.0,1.0,5.7,-0.9%,-0.4,1451,1.7%,-2.0%,3.4,-0.264,0.57,-0.797,13.4%,-0.03,1535,i,-3.0
O=C(NCc1ccccc1)c1cccc(OCC(=O)N2CCN(C(=O)c3ccco3)CC2)c1,0.8,0.9,5.8,-1.0%,-2.5,774,0.3%,-6.4%,-0.259,-0.144,-0.274,0.43,6.1%,1.18,1226,i,0.1
CCC1=C(OC(=O)N(CC)CC)N2C(=O)OC(=NCc3ccccc3)[C@]2(C)[C@H]2C1=CC[C@H]1C(=O)N(CC(=O)OC)C(=O)[C@H]12,x,x,x,x,-1.4,1335,2.1%,1.1%,2.33,-0.684,1.03,-0.689,12.0%,-0.15,722,x,x
NC(N)=N/N=C/c1ccccc1OC(F)F,5.2,2.4,20.3,-1.1%,0.4,1136,0.4%,3.7%,-0.127,-0.275,0.44,0.664,8.4%,-0.79,1175,i,0.3
CCCN(CCC)C(=O)NC1CC(=O)N(c2ccc(OC)cc2)C1 (stereo unspecified),3.4,3.1,11.0,2.3%,0.7,1065,0.7%[50 µM],3.7%,-0.162,-0.221,-0.141,0.00768,-6.5%,-0.38,1560,i,-9.1
O=C(Nc1ccc(N2CCCCC2)c(Cl)c1)c1ncn[nH]1,4.2,2.7,5.6,-5.0%,-0.1,796,3.8%,3.2%,0.374,-0.512,0.125,0.311,3.2%,-0.23,1047,i,11.4
Clc1nc2c(-c3ccccc3)nnn2c2ccccc12,x,x,x,x,1.0,1253,-0.7%[50 µM],4.7%,-1.65,0.0643,-0.349,0.667,6.8%,u,x,x,x
CCCCCC(C)NC(=O)c1ccoc1C (stereo unspecified),1.4,2.1,3.1,-0.3%,x,x,0.0%,9.6%,-0.152,-0.24,-0.0455,-0.562,-3.7%,x,x,i,-1.1
CCOc1ccc(CCNC(=O)CCc2c(C)nc3ncnn3c2C)cc1OCC,2.7,1.5,4.4,-1.9%,-3.3,859,0.5%,1.9%,0.807,-0.217,0.527,-0.777,-2.0%,1.23,1138,i,-4.9
Cc1cc(C(=O)C(=O)NC(C)C)c(C)n1-c1ccc([N+](=O)[O-])cc1,3.7,2.3,5.9,-1.1%,x,x,-2.5%,4.4%,-0.916,-0.212,-0.684,0.364,-3.8%,x,x,i,-27.1
O=C(O)c1cc(Cl)c(Cl)cc1C(=O)N1CCCC1,1.4,0.9,5.7,x,-0.7,1079,-0.2%,0.1%,0.189,-0.188,0.664,0.896,-2.1%,0.47,1255,i,22.7
O=C(OCc1nc2ccccc2s1)c1cc2ccccc2oc1=O,3.6,3.2,4.9,-0.2%,1.5,1092,x,-4.3%,-0.57,-0.114,-0.515,0.735,-12.0%,0.15,1487,i,9.7
O=C(O)c1nn(-c2ccccc2)nc1-c1nn(-c2ccccc2)nc1C(=O)O,3.3,2.9,9.9,1.3%,0.2,1272,-0.2%,-2.2%,-0.481,-0.346,0.0211,0.332,-2.1%,2.78,1399,i,-5.5
CCCCOc1ccc(Cl)cc1CSc1nnc(CC)n1N,2.1,1.3,8.2,x,x,x,6.8%,12.9%,-0.687,-0.181,-0.975,-0.278,6.7%,-0.45,1086,i,-3.2
CCCOc1cc(C)c(S(=O)(=O)n2nnc3ccccc32)cc1C,1.7,1.3,9.3,-1.3%,1.9,1109,7.7%,8.3%,-1.2,1.02,-0.252,0.948,57.8%,x,x,i,-12.3
CC(Sc1nnc(-c2ccc(Cl)cc2Cl)n1Cc1ccccc1)C(=O)Nc1nccs1 (stereo unspecified),3.0,2.4,1.5,1.2%,3.4,1277,6.3%,1.6%,0.36,0.0207,-0.391,-1.23,-4.8%,-0.67,1546,i,0.4
CC1(C)CC(=O)C2(CC3=C(CC(C)(C)CC3=O)O2)C(=O)C1,2.1,1.5,6.3,1.0%,-4.6,850,1.2%,2.2%,-0.325,-0.209,-0.0426,0.726,0.3%,0.84,1056,i,2.7
CN(C)c1ccc(NC(=O)Nc2csc3ccccc23)cc1,x,x,x,x,0.9,1325,x,1.6%,0.431,-0.3,0.265,0.452,-4.5%,-0.17,1030,x,x
COc1cccc(C(=O)N2CCCc3ccccc32)c1,2.8,1.5,4.8,0.9%,1.3,1156,0.4%,-3.7%,0.444,0.0123,-0.0202,0.148,-0.9%,0.08,1228,i,-2.0
